AmpC inh no detg: blocks E. coli AmpC beta-lactamase in detergent-free assay | AID 485341 | Potency, µM (highest dose often 57.1 µM), for the others: at the highest dose activity change, negative = inhibition, actives largely listed as inhibitors | 330,000 tested, 0.52% active | P00811 | AmpC nitrocefin hydrolysis, absorbance 480 nm, 0.0001% Triton;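 further: potency means the concentration at half of the fitted maximal effect; plate controls were no compound for no effect and no enzyme for full effect; nearly all actives have a fitted effect of over 20% in size; some results filed as inactive show a strong effect at the top dose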
Target sequence (P00811 whole entry, looked up): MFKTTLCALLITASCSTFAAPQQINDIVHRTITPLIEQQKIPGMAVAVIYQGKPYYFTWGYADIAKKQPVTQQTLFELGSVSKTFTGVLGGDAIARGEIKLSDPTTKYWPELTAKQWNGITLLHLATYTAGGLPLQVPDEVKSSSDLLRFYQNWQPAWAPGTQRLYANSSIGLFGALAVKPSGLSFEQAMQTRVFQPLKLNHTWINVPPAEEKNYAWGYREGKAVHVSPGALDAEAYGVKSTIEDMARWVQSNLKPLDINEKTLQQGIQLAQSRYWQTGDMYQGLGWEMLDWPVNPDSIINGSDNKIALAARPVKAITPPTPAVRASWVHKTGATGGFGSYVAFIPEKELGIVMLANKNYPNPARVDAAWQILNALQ
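AmpC (5.3 nM in the dispensed reagent) in 20 mM phosphate pH 7.0 with 0.01% (detergent screen) or 0.0001% Triton X-100 was preincubated with compounds for 15 min at room temperature. Nitrocefin was then added from an 800 uM solution, and hydrolysis was followed at 480 nm.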
AmpC detergent: AmpC beta-lactamase inhibition with detergent present; Potency, µM (top dose mostly 114 µM), for inactives: at the highest dose activity change, negative = inhibition, actives largely listed as inhibitors; 370,000 tested, 0.041% active; AID 485294; AmpC hydrolysis of nitrocefin, absorbance 480 nm, 0.01% Triton;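 further: potency means the concentration at half of the fitted maximal effect; 0% = no-compound wells and -100% = no-enzyme wells; nearly all actives have a fitted effect of over 25% in size; some results filed as inactive show a strong effect at the top dose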
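20 mM phosphate pH 7.0 + 0.01% (detergent screen) or 0.0001% Triton X-100; 5.3 nM AmpC reagent; cpd preinc 15 min RT; nitrocefin (800 uM stock) to start; A480 q20 s × 4 min; Activity was normalised to no-enzyme and no-compound control wells.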
AMA1-RON2 inh: disrupts binding of P. falciparum AMA1 to RON2; AlphaScreen AMA1-biotinylated RON2 peptide binding; Potency, µM (titrated, usually from 58.2 µM), inactives show at the top dose activity change, negative = inhibition, usual class: inhibitors; 360,000 tested, 0.2% active; AID 720542;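 further: potency means the concentration at half of the fitted maximal effect; 0% = vehicle wells and -100% = peptide control; nearly all actives have a fitted effect of over 45% in size; some results filed as inactive show a strong effect at the top dose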
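AMA1 (3D7) with his tag at 25 nM final met compounds first, then biotinylated RON2 peptide at 25 nM; detection used donor plus acceptor beads, 10 µg/mL apiece, read by AlphaScreen after 30 min at room temperature.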
Shiga inhibitor: Shiga toxin inhibition. 290,000 tested, 9.2% active. inhibition, % at 38.7 µM. Vero cells, Shiga toxin protein synthesis inhibition reporter; in the data active means inhibition mostly above about 28%, no sharp cut-off; inactive means mostly below about 43%; further: 0% is about no effect
FBPA Giardia inh: blocks Giardia fructose-bisphosphate aldolase activity; A8B2U2; purified Giardia FBPA; Potency, µM (doses to about 59.6 µM), without a hit: top-dose activity, negative = inhibition, most hits filed as inhibitors; 290,000 tested, 0.71% active; AID 2451; further: potency means the concentration at half of the fitted maximal effect; on the % scale 0 is the no-effect control and ±100 the full control effect; nearly all actives have a fitted effect of over 55% in size
Target sequence (A8B2U2 whole entry, looked up): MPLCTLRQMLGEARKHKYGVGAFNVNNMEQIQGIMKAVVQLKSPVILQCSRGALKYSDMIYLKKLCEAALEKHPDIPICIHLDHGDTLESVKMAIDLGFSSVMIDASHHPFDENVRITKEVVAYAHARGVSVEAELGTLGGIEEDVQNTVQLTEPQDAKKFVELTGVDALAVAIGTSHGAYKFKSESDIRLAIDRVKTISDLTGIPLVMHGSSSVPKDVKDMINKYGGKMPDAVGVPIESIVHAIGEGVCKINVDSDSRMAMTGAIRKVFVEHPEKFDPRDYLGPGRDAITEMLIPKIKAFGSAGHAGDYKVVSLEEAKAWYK
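40 nM FBPA preincubated 10 min at RT with compound (up to 57.5 uM final), then substrate plus GAPDH/TPI/NAD/arsenate coupling and diaphorase/resazurin added. Fluorescence read after 20 min at RT, 525/598 nm.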
CHX counter: affects cycloheximide protein synthesis inhibition readout, counter-screen | max response, % | cell reporter, cycloheximide protein synthesis inhibition counterscreen | 300,000 tested, 12% active; in the data active means max response mostly above about 13%, no sharp cut-off; inactive means mostly below about 14%; further: read at 38.3 µM for the half of the compounds with a filed dose; 0% is about no effect
HCMV antiviral: blocks human cytomegalovirus replication; HFF cells, HCMV-luciferase reporter, 72 h; active compounds read low; activity change, negative = inhibition, % at 57.5 µM; 410,000 tested, 4.5% active; in the data active means activity change below about -60%; inconclusive means no clear call, values can overlap the other calls; inactive means above about -39%; further: on the % scale 0 is the no-effect control and ±100 the full control effect
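Steps: HFFs plated, 16 h 37C; compounds added; HCMV-luciferase added to MOI 1 PFU/cell; 72 h 37C; OneGlo reagent, 5 min room temperature; luminescence read, normalized to controls.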
* = called active by the depositor; ? = inconclusive; · = not tested or not shown; & = joins results of further samples; [ ] = another dose, or the depositor's remark. Unless noted, the call rests on the fitted dose curve; in most records, active means well fitted curve in the direction sought with a large enough effect; inconclusive means small, poorly fitted or top-dose-only effect, or another doubt; inactive means no such curve, though single readings can be large; an effect the other way counts as inactive or inconclusive.

structure	AmpC inh no detg	AmpC detergent	AMA1-RON2 inh	Shiga inhibitor	FBPA Giardia inh	CHX counter	HCMV antiviral
O=C(CCn1cnnn1)N1CCCC(Nc2ccc(F)c(F)c2)C1 (stereo unspecified)	2%	2%	11%	-30	·	-2	-7
Cc1ccc(S(=O)(=O)N2CCN(C(=O)CCC(=O)NCCc3ccc(F)cc3)CC2)cc1	116%[activator]	-1%	3%	-25	8%	-3	-27
CCC(=O)N1CCc2cc(OC)c(OC)cc2C1COc1ccc(F)cc1 (stereo unspecified)	69%[activator]	-1%	-12%	-15	-1%	2	34
COc1ccc2[nH]c3c(=O)n(CCCCC(=O)N4CCC(C(N)=O)CC4)c(=S)[nH]c3c2c1	-23%	-5%	49%[activator]	32	-5%	-2	30
O=C(CCc1nc2ccccc2s1)Nc1ccccc1	-23%	-9%	0%	22	0%	11*	-19
CN(Cc1ccc(Cl)cc1Cl)C(=O)c1cccc(S(=O)(=O)N2CCN(c3ccccc3)CC2)c1	-2%	-14%	-16%	·	·	·	?
O=C(Nc1cccc(-n2cccn2)c1)C1CCCN(Cc2cc3ccccc3[nH]2)C1 (stereo unspecified)	-12%	?	-7%	10	10%	-3	-11
Cn1cnnc1SCC(=O)N1N=C2/C(=C/c3ccco3)CCCC2C1c1ccco1 (stereo unspecified)	125%[activator]	-4%	-9%	6	-12%	10	-61*
CC(=O)Oc1ccccc1N(C(C)=O)S(=O)(=O)c1ccc(C)cc1	-13%	1%	-3%	25	-1%	-4	?
CC(C)Nc1nc(Cl)nc(NC(C)C)n1	0%	-3%	-6%	-2	0%&-1%	-1	30
O=C(COc1cccnc1[N+](=O)[O-])Nc1ccccc1Sc1ccccc1	14%	-3%	-1%	-6	-18%	6	-7
COCCN(CC(=O)Nc1ccc(F)cc1)S(=O)(=O)c1ccc(S(=O)(=O)N2CCCC2)cc1	-3%	-2%	?	-17	0%	-3	38
N#Cc1ccc(C(=O)OCCCc2cc3ccccc3c(=O)o2)cc1	-12%	3%	3%	·	·	·	24
C/C(CC(=O)Nc1ccc2c(c1)OCCO2)=N\NC(=O)C(=O)Nc1ccccc1C	-24%	-2%	23%	28	0%	13	?
Cc1cc(C)c2c(N)c(C(=O)Nc3ncc(C)s3)sc2n1	9%	-2%	85%[activator]	-15	-19%	-7	-86*

Next entries.
structure	AmpC inh no detg	AmpC detergent	AMA1-RON2 inh	Shiga inhibitor	FBPA Giardia inh	CHX counter	HCMV antiviral
Cc1ccc(C(=O)OCC(=O)N2C(C)CCCC2C)cc1S(=O)(=O)N1CCOCC1 (stereo unspecified)	66%[activator]	-8%	0%	·	·	·	-22
COc1ccc2c(c1)O[C@@H](c1ccc3c(c1)OCO3)[C@H](OC(=O)Nc1cc(OC)c(OC)c(OC)c1)C2=O	62%[activator]	-1%	·	36*	-12%&-28%	15*	·
Cc1ccccc1CSCC(=O)c1c(N)n(CC(C)C)c(=O)n(C)c1=O	-3%	0%	8%	22	1%	5	-22
CCc1ccc(Cc2cnc(NC(=O)C3=NCCN3)s2)cc1	-7%	-4%	80%[activator]	34	14µM*	16	-27
COc1cccc2c(=O)n(CC(=O)N3CCCCC3)ccc12	40µM*	2%	1%	38	3%	6	31
COc1ccc(/C=C2\SC(=N)N(c3nccs3)C2=O)cc1OC	-9%	?	111%[activator]	-1	28%	14*	-94*
Cc1onc(-c2ccccc2)c1C(=O)OCC(=O)N(CC(C)C)c1c(N)n(Cc2ccccc2)c(=O)[nH]c1=O	-11%	?	3%	·	·	·	-22
COc1ccc(N=Nc2nc3ccc(Br)cc3n2C)cc1	-20%	10%	7%	70*	?	40*	161
Cc1cc(NN)nc(NS(=O)(=O)c2ccccc2Cl)n1	-42%	8%	21%	17	-8%	-1	-4
CC(C)OC(=O)c1cccc(C(=O)OCc2ccco2)n1	2%	-2%	7%	15	9%	8	54
COC1C(O)C(CO)OC1n1cnc2c(NC3CCCCC3)ncnc21 (stereo unspecified)	·	·	·	-6	-3%	6	·
Cn1c(=O)c2c(SCc3ccccn3)nc(CC(C)(C)C)nc2n(C)c1=O	-96%	8%	-6%	1	17%	1	28
O=S(=O)(c1ccccc1)N(Cc1ccccc1)c1ccccn1	-19%	0%	-3%	-24	-28%	-1	-20
CCS(=O)(=O)C(=C1Nc2ccccc2N1)S(=O)(=O)CC	-14%	-2%	2%	-2	0%	-3	-98*
COC(=O)c1ccc(/C=N/NC(=O)c2ccccc2Cl)cc1	-26%	-10%	-2%	47*	-1%	42*	7

Other records
structure	AmpC inh no detg	AmpC detergent	AMA1-RON2 inh	Shiga inhibitor	FBPA Giardia inh	CHX counter	HCMV antiviral
CCOC(=O)c1sc2ncn(/N=C/c3ccc(O)cc3)c(=O)c2c1C	-48%	-5%	-8%	25	-1%	1	?
Cn1cnnc1Sc1ccc(C(F)(F)F)cc1[N+](=O)[O-]	-17%	2%	29%	-8	3%	-1	-18
Cc1nc2ccccc2c(=O)n1-c1ccc(NS(=O)(=O)c2ccccc2)cc1	-32%	0%	-7%	·	·	·	-32
CCOC(=O)N1CCN(C(=O)COc2ccc(Cl)c(C)c2)CC1	44%	-3%	-3%	21	1%	7	-24
Cc1sc2ncnc(NCc3cccnc3)c2c1C	-21%	4%	4%	-11	4%	6	-61*
Cc1ccccc1Cn1nc(C)c(NC(=O)C(F)(F)F)c1C	2%	?	-2%	-3	1%	-2	-70*
CC(OC(=O)c1ccc(NS(=O)(=O)c2ccc3[nH]c(=O)[nH]c3c2)cc1)C(=O)Nc1cccc(Cl)c1Cl (stereo unspecified)	29%	-10%	13%	20	-2%	-2	0
COC(=O)[C@@H]1CC[C@H](C)[C@@H](c2ccc(C)cc2)N1C(=O)c1ccc(/C=N/OCC[C@@H]2C=C[C@H](OC(C)=O)[C@@H](COC(C)=O)O2)cc1	217%[activator]	-22%	·	-13	-5%	-2	·
Cc1nn(CC(=O)N2CCCc3ccccc32)c(C)c1[N+](=O)[O-]	-9%	2%	-2%	31	-1%	28*	-26
CCOC(=O)c1ccc(/C=C2/C=C(c3ccccc3)N(c3ccc(Cl)c(C(=O)O)c3)C2=O)cc1	-12%	-1%	-12%	10	11%	-2	4
O=C(Nc1cccc(NC(=O)c2ccccc2Cl)c1)c1cccs1	-40%	-1%	9%	11	3%	1	-81*
Cc1ccc(N2CC(NC(=O)C3CC3)CC2=O)cc1 (stereo unspecified)	?	-16%	13%	·	·	·	-38
CC1=NN(C(C#N)c2ccc([N+](=O)[O-])cc2)C(C)(C)C1 (stereo unspecified)	-6%	-1%	12%	38	-8%	-2	-26
Cc1n[nH]c(=S)n1-c1ccccc1	2%	-3%	1%	2	?	5	12
Cc1nc2ccc([N+](=O)[O-])cc2c(=O)n1Cc1cccc(Br)c1	-18%	-11%	-3%	3	6%	-2	6

(further entries)
structure	AmpC inh no detg	AmpC detergent	AMA1-RON2 inh	Shiga inhibitor	FBPA Giardia inh	CHX counter	HCMV antiviral
O=C(Nc1cccc(F)c1)c1ccccc1	-19%	4%	1%	79*	-3%	38*	-38
Cc1ccc(-c2nnc(SCC(=O)N/N=C/c3ccccc3C(=O)O)n2-c2ccc(Cl)cc2)cc1	-33%	0%	27%	-8	?	0	-37
CCn1c(=O)c(C(=O)CN2c3ccccc3CC2C)c(N)n(Cc2ccccc2)c1=O (stereo unspecified)	-25%	3%	8%[2.32 µM]	-9	-1%	-4	-30
COc1ccc(N2CCN(C(=O)c3ccc(CNS(=O)(=O)c4cccc(OC)c4)cc3)CC2)cc1	46%	3%	-6%	-28	·	-2	-38
CCCCCCC(=O)N/N=C/c1ccc(Br)cc1	-13%	?	12%	-8	1%	1	-31
Cc1ccc(NC(=O)CCSCCc2ccccn2)cc1	-13%	1%&-6%	-13%	21	-10%	9	9&14
CN(C)Cc1nnnn1-c1cccc(-n2nnnc2CN(C)C)c1	-19%	6%	5%	1	6%	-1	13
Cn1cnc2cc(NC(=O)c3cccs3)ccc21	-12%	-6%	6%	69*	10%	41*	36
Nc1ccc(S(=O)(=O)Nc2ccc(C(=O)c3ccccc3)cc2)cc1	-37%	-13%	-2%	-3	4%	1	29
CCN1CCN(C(=O)C2CCCN(S(=O)(=O)c3cc(Cl)ccc3Cl)C2)CC1 (stereo unspecified)	63%[activator]	-4%	4%	-6	·	-2	?
Clc1cccc(-c2cc3nc4c(c(N5CCNCC5)n3n2)CCCC4)c1	-14%	8%	·	43	1%	31*	·
COc1cc(C2c3sc(=O)[nH]c3SC3C4CCC(C4)C23)ccc1O (stereo unspecified)	-48%	1%	0%	-11	-2%	-1	4
CCN(CC)c1ccc2c(C)cc(=O)oc2c1	-5%	-2%	53%[activator]	·	·	·	-13
O=C(Nc1ccccc1N1CCN(c2ccccc2)CC1)c1ccccc1F	-14%	-14%	-21%	9	0%	7	-9
O=C(NCC(=O)N(Cc1ccco1)C(C(=O)NC1CCCCC1)c1cccnc1)c1ccco1 (stereo unspecified)	-6%	7%	-6%	-11	2%	-2	17

(list continues)
structure	AmpC inh no detg	AmpC detergent	AMA1-RON2 inh	Shiga inhibitor	FBPA Giardia inh	CHX counter	HCMV antiviral
CCOCCOC(=O)c1[nH]c2c(c1C)C(=O)CC(c1ccc(N(C)C)cc1)C2 (stereo unspecified)	8%	-16%	?	18	-17%	7	-25
COc1ccc(OCC(O)CN2CCCCC2)cc1 (stereo unspecified)	-11%	-18%	0%	2	14%	6	?
CCC(=O)N1CCN(c2ccc(OC)cc2[N+](=O)[O-])CC1	-15%	-10%	-14%	-7	9%	9	-13
Cc1ccc(S(=O)(=O)Nc2ccc(Cl)cc2)cc1NC(=O)Cn1cnc2c1c(=O)n(C)c(=O)n2C	62%[activator]	-15%	18%	-13	8%	-2	13
C#CCOCCOCCOCCNc1nc(N2CCN(C(=O)[C@H]([C@@H](C)CC)n3cc([C@@H](N)CO)nn3)CC2)nc(N2CCN(C(=O)[C@H](Cc3ccc(O)cc3)n3cc([C@@H](N)C(C)CC)nn3)CC2)n1 (stereo partly specified)	192%[activator]	-1%	-4%	-11	-16%	-1	·
O=[N+]([O-])c1ccc(C(=Nc2cccc3ccccc23)N2CCOCC2)cc1	36%	-2%	?	10	0%	-2	15
CCCCN(CC)CCCNC(=O)c1cc2c(=O)n(C)c3ccccc3c2n1C	4%	?	-2%	-9	-11%	0	9

3 compounds from above with just AmpC inh no detg:
Structure	AmpC inh no detg
Cn1c(=O)c2c(SCc3ccccn3)nc(CC(C)(C)C)nc2n(C)c1=O	-96%
CN(Cc1ccc(Cl)cc1Cl)C(=O)c1cccc(S(=O)(=O)N2CCN(c3ccccc3)CC2)c1	-2%
CCOC(=O)c1ccc(/C=C2/C=C(c3ccccc3)N(c3ccc(Cl)c(C(=O)O)c3)C2=O)cc1	-12%

Screens from PubChem BioAssay.
